Y pestis TopoI: inhibitors of Yersinia pestis topoisomerase I | activity, % at 10 µM | AID 504884 | actives 0.064% (n = 360,000) | Y. pestis Topo-I cleavage product accumulation, plate reader; in the data active means activity above about 50%, passing the limit was not always enough; inconclusive means no clear call, values can overlap the other calls; further: inactives centre near 2
PriA SSB inh: blocks PriA binding to SSB C-terminal tail | AlphaScreen SSBct-PriA binding, biotinylated peptide | inhibition, % at 33 µM | AID 1272365 | actives 0.6% (n = 430,000); in the data active means inhibition mostly above about 37%, no sharp cut-off; inactive means mostly below about 20%;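 further: plate controls were negative control peptide for no effect and reference peptide for full effect; strong numbers were not always called active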
PrPC surface inh: inhibitors of human cell surface prion protein PrPC; P04156; TR-FRET read-out; inhibition, % at 13.8 µM; actives 0.43% (n = 370,000); AID 720596; in the data active means inhibition above about 24%; further: 0% = median of the test wells and 100% = reference compound wells
Vc quorum ag: quorum light induction in luxS cqsA deficient V. cholerae. V. cholerae BH1578 lux reporter, luminescence, 6 h. activation, % at 18.7 µM. actives 0.16% (n = 350,000); in the data active means activation mostly above about 9.7%, no sharp cut-off; inconclusive means no clear call, values can overlap the other calls; inactive means mostly below about 3.7%; further: not every result past the cut was called active; inactives centre near 0; reference of the scale not given here
PfHsp40 yeast: compounds rescuing yeast from Plasmodium falciparum HSP40 toxicity | S. cerevisiae expressing PfHsp40, growth rescue, ATP luminescence | growth rescue, % at 12.5 µM | actives 0.68% (n = 340,000); in the data active means growth rescue above about 28%, passing the limit was not always enough; inconclusive means no clear call, values can overlap the other calls;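 further: yeast W303a lacking pdr1 and pdr3 grown in galactose medium; growth measured after three days at 30 °C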
3CLpro inhibitor: SARS-CoV 3CLpro protease inhibition; P0C6X7; recombinant SARS-CoV 3CLpro, quenched FRET peptide cleavage; inhibition, % at 6 µM; actives 0.14% (n = 290,000); AID 1706; in the data active means inhibition above about 12%
TcdB GH inh: TcdB glycohydrolase inhibition. inhibition, % at 9.99 µM. TcdB glycohydrolase enzymatic assay, plate reader. actives 0.24% (n = 350,000). P18177; in the data active means inhibition above about 10%
Anthrax LF prot: blocks Bacillus anthracis lethal factor protease. P15917. multiplex microsphere protease cleavage assay, LF. inhibition, % at 10 µM. actives 0.12% (n = 360,000). AID 588501; further: plate controls were buffer without enzyme for full effect and enzyme alone for no effect
Target sequence (P15917 whole entry, looked up): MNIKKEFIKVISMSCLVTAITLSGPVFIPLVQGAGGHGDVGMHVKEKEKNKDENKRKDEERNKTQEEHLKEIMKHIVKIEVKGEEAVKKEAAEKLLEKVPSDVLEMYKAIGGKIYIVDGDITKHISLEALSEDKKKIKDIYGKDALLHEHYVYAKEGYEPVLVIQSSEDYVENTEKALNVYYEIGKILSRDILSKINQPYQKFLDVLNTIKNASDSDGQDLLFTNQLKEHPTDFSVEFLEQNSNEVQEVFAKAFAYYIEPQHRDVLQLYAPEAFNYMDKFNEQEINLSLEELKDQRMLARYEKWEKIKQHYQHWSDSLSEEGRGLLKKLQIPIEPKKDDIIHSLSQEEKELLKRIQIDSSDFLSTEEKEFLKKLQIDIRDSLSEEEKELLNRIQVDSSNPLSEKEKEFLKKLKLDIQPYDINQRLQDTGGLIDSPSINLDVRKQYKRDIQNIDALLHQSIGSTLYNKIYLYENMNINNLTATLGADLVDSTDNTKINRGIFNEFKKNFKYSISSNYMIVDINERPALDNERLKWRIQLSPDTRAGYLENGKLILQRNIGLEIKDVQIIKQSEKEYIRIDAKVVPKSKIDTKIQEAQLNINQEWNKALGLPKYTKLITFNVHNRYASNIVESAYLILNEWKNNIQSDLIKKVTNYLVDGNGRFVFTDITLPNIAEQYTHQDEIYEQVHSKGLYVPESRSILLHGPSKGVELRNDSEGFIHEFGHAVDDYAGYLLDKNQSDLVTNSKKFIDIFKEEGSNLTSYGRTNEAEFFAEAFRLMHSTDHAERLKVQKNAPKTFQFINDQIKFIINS
BoNT-A LC inh2: blocks Botulinum neurotoxin A light chain protease | multiplex microsphere protease substrate cleavage, flow cytometry | inhibition, % at 10 µM | actives 0.17% (n = 360,000); further: plate controls were buffer without enzyme for full effect and enzyme alone for no effect
Starred values were filed as active, the others as inactive; i = inactive; ? = inconclusive; · = not tested or not shown; & = joins results of further samples. Unless noted, no stated cut-off is given here; in the data, active means inhibition above about 30%; inconclusive means no clear call, values can overlap the other calls; inactive means below that. Only part of the results is shown; rates above refer to the full screens.

SMILES	Y pestis TopoI	PriA SSB inh	PrPC surface inh	Vc quorum ag	PfHsp40 yeast	3CLpro inhibitor	TcdB GH inh	Anthrax LF prot	BoNT-A LC inh2
COc1cc(OC)nc(C(NC(=O)C2CCN(Cc3ccc(Oc4ccccc4)cc3)CC2)c2ccc(F)cc2)n1 (stereo not given)	16.7	·	-9.6	-0.3	·	·	-1.1	-2.2	0.0
CCCCn1c(CN2CCN(c3cccc(Cl)c3)CC2)nc2c1c(=O)[nH]c(=O)n2C	32.4	-1.9	5.6	-0.4	2.1	4.1	2.1	-4.7	-0.7
CCOC(=O)c1ccc(NC(=O)N2CC(C)OC(C)C2)cc1 (stereo not given)	-13.7	-9.9	6.0	-12.5	1.4	-2.8&2.4	·	-0.6	1.2
CC(C)COc1nc2ccccc2c(=O)n1OCC(=O)O	6.7	4.2	-4.9	-0.4	-0.8	-8.0	·	1.6	-0.5
O=C(c1ccc2c(=O)n3c(nc2c1)CCCCC3)N1CCN(c2ccc(F)cc2)CC1	25.3	-9.6	5.3	-0.8	0.5	-0.3	0.2	-5.4	-0.1
O=C(NN=C1C2CC3CC1CC(Cl)(C3)C2)c1cccs1	-0.4	-6.5	-0.2	-0.3	-0.1	-2.7	-1.1	0.9	-0.8
O=C(/C=C/c1c[nH]c2ccccc12)c1ccccc1	-11.0	2.4	-11.3	-0.3	?	6.3	·	2.6	4.1
CCCCN(C)Cc1cc(=O)oc2ccc3ccccc3c12	6.3	-11.8	7.8	-1.3	-1.0	-0.1	0.5	-7.3	0.2
Cc1ccccc1NC(=O)c1cnn(-c2ccccc2)c1NC(=O)c1ccco1	-1.1	-10.6	3.5	-0.7	0.2	-2.0	-1.3	0.3	1.8
CC[C@]12c3[nH]c4cc(-c5ccco5)ccc4c3CCN1C(=O)[C@@H](CC(=O)NCCCn1ccnc1)C[C@@H]2C(=O)N1CCN(C(=O)c2ccco2)CC1	21.7	16.5	-5.0	i	0.6	·	-0.1	3.4	-0.1
O=C(NNC(=O)c1ccc2ccccc2c1)Nc1ccc(F)cc1	-1.0	4.3	-4.2	i	-0.8	0.9	-0.5	0.2	-0.5
Cc1nn(-c2ccccc2)c(C)c1/C=N/n1cnnc1	-0.2	·	-5.2	i	1.9	2.5	-1.2	-4.0	-0.3
CN(CC(=O)O)S(=O)(=O)c1ccc2c(c1)NC(=O)CC(=O)N2	1.9	-6.3	8.9	i	-0.2	6.1	1.3	-1.0	0.2
Cc1ccc(Nc2nnc(SCC(=O)c3ccc(O)cc3O)s2)cc1	-7.4	17.1	-8.1	-0.8	-0.6	4.3	-0.2	-1.6	0.0
O=C(N=Nc1c(O)[nH]c2ccccc12)Nc1ccccc1	-2.3	-5.0	-9.2	·	1.7	·	-3.2	-14.5	-0.2
O=[N+]([O-])c1ccc(-c2nn(-c3ccccc3)cc2/C=N/n2c(-c3ccncc3)n[nH]c2=S)cc1	-0.1	·	1.7	-0.6	0.1	-3.7	0.7	7.2	1.5
C=CCn1c(CSCc2ccc(Cl)cc2Cl)nnc1SCC(=O)Nc1ccc(C(=O)O)cc1	28.3	2.6	7.5	0.4	0.2	7.2	0.5	1.8	0.7
Cc1ccc(CNC(=O)CSCc2cccc(F)c2)cc1	-1.5	-11.8	10.6	i	0.7	2.2	·	-3.4	-0.4
COc1cc(CN2CCC(Oc3cc(C(=O)NC4CC4)ccc3OC)CC2)cc(OC)c1	7.5	-3.1	-6.0	11.2	-0.7	3.9	1.8	1.2	1.7
CCc1cccc(NC(=O)COC(=O)C2CCN(c3ccc(C(F)(F)F)cn3)CC2)c1	7.0	-5.4	-1.0	-10.8	4.8	·	1.3	·	·
O=C(NC(=O)c1c(F)cccc1F)Nc1cccc(Oc2ncc(Cl)cn2)c1	4.8	-1.9	-3.6	1.5	-0.3	·	8.3	-6.2	0.2
OC(CCCN1CCC(O)(c2ccc(Cl)cc2)CC1)c1ccc(F)cc1 (stereo not given)	3.7	-8.1	-11.8	i	-3.1	1.2	0.9	-12.7	-0.6
CC[C@]1(C(=O)OC)[C@H]2C(=O)N(C)C(=O)[C@H]2[C@H]2CN(C)C(=NC3CCCCC3)N21	-1.4	-7.1	4.8	i	-0.7	·	0.3	-2.6	0.0
CCOC(=O)c1ccccc1NC(=O)CSc1nnc(C(C)C)n1CC	11.8	-12.1	2.5	-0.8	-0.6	-1.6	·	1.2	0.1
COC(=O)c1ccc(C2NC(C(=O)O)CS2)cc1 (stereo not given)	0.3	-3.7	2.1	-0.2	-0.8	-0.2	·	-8.7	0.2
SMILES	Y pestis TopoI	PriA SSB inh	PrPC surface inh	Vc quorum ag	PfHsp40 yeast	3CLpro inhibitor	TcdB GH inh	Anthrax LF prot	BoNT-A LC inh2
CCCCNS(=O)(=O)c1ccc2nc(SCC(=O)Nc3sccc3C#N)[nH]c2c1	-2.6	-31.9	20.8	·	-1.4	5.8	·	-3.3	-0.1
Cn1c(SCC(=O)Nc2ccc(F)cc2)nc2c([nH]c3ccccc32)c1=O	6.6	-6.3	-3.0	-0.2	-0.6	1.4	-0.3	-7.9	-3.4
CC(=O)c1ccc(-n2c(C)c(C(C)=O)c3cc(O)ccc32)cc1	8.9	0.1	-6.2	i	2.0	-0.3	0.3	-2.6	4.3
CC(=O)NCc1ccc(S(=O)(=O)N/N=C/c2ccccc2)cc1	-2.5	·	5.2	-0.2	-0.9	-0.2	0.9	1.5	0.6
CCn1cc(C(=O)O)c(=O)c2cnc(N3CCN(C(=S)Nc4ccccc4C(F)(F)F)CC3)nc21	5.1	-3.6	7.8	i	-0.1	2.4	1.4	-2.9	-0.2
O=C(Nc1nc2ccccc2s1)c1ccc([N+](=O)[O-])o1	11.3	-9.6	5.8	i	0.6	-3.4	-0.4	-0.6	0.6
COc1ccc(O)c(/C=N/NC(=O)c2ccc(CSc3nc(C)cc(C)n3)cc2)c1	5.7	·	10.1	-0.4	51.9*	1.8	0.4	1.0	1.9
Cc1ccc(S(=O)(=O)NC(=O)NCc2ccccn2)cc1	5.9	-15.2	5.0	-1.6	-1.4	-4.5	0.5	-2.2	0.3
N#Cc1ccc(Cl)cc1NC(=O)COC(=O)c1ccc(S(=O)(=O)N2CCCC2)cc1	22.5	-21.8	-1.1	-0.4	-0.8	-1.2	·	-0.4	0.7
CN1CCN(c2nc3cc(C(F)(F)F)ccc3n3cccc23)CC1	-4.5	13.7	-1.8	i	-1.1	·	-6.0	-13.3	-0.9
CC(=O)Nc1ccc(NC(=O)C(C)OC(=O)CCc2c[nH]c3ccccc23)cc1 (stereo not given)	1.4	2.5	-5.5	i	-0.6	·	0.5	1.4	-0.2
Cc1ccc(Nc2nc(NCCCN3CCOCC3)nc(N)c2[N+](=O)[O-])cc1C	-2.9	5.7	-2.2	i	0.8	3.7	·	0.4	-0.7
Cc1ccc2c(CN3CCC(C)CC3)cc(=O)oc2c1C	2.8	-12.0	10.8	3.2	-0.2	-2.3	0.7	-1.9	-0.4
CN(C)S(=O)(=O)c1ccc(-c2csc(N/N=C/c3ccc(O)cc3)n2)cc1	-30.4	·	-6.1	0.5	-0.1	2.4	2.8	1.5	0.4
Cc1cc(C)cc(OCC(=O)N/N=C/c2ccncc2)c1	-0.6	·	-3.1	-0.1	0.7	2.8	·	0.4	-0.3
O=C1NC[C@@H](CCCCN2CCN(CCc3ccc(O)cc3)C(=O)C2=O)N(CCc2ccc(O)cc2)C1=O	·	·	9.4	·	·	·	3.3	-4.2	0.1
COc1ccc(CC(=O)NNC(=O)COc2ccc(C)cc2)cc1S(=O)(=O)N1CCOCC1	4.8	-1.2	-3.5	1.2	1.6	·	3.3	-2.0	2.5
Cc1cc(Br)cn2c(Cc3ccccc3)c(-c3ccc(F)cc3)nc12	·	·	9.6	·	·	·	-3.2	7.5	0.7
CCN(C(=O)CSc1nnc(-c2ccncc2)o1)c1ccccc1	-0.8	28.5	5.3	-0.7	-0.9	1.6	1.6	-4.4	2.4
COc1ccccc1CN1C2CCCC1CC(NC(=O)/C=C/c1ccccc1)C2 (stereo not given)	-0.2	-2.9	-10.0	-0.2	-1.4	2.8	1.2	-7.4	0.1
COc1cccc(NC(=O)c2cnc(SC)nc2)c1	-5.3	-4.9	12.4	i	-1.1	-2.0	0.9	6.5	3.0
CCN(CC)CCCNC(=O)CNC(=O)c1nn(-c2ccc(OC)c(OC)c2)c(=O)c2ccccc12	-2.9	-4.2	-0.4	i	0.5	2.0	-3.5	2.8	0.8
O=C(NNC(=O)c1ccccc1F)c1cccc(Cl)c1	5.2	-10.7	-13.9	-0.4	1.9	-0.6	·	0.0	-4.7
CCCOc1ccc(N2C(=O)CC(N(CCOC34CC5CC(CC(C5)C3)C4)C(C)=O)C2=O)cc1 (stereo not given)	28.2	6.7	-4.1	-2.1	1.4	0.3	1.6	1.8	-0.5
O=C(NCC1CC1)c1cccs1	·	·	-1.6	·	·	·	-0.6	-9.3	-0.2

Some of the entries so far, with two lines to a compound:
Each structure is followed by: Y pestis TopoI | PriA SSB inh | PrPC surface inh | Vc quorum ag | PfHsp40 yeast | 3CLpro inhibitor | TcdB GH inh | Anthrax LF prot | BoNT-A LC inh2
Cc1ccc(S(=O)(=O)NC(=O)NCc2ccccn2)cc1
→ 5.9 | -15.2 | 5.0 | -1.6 | -1.4 | -4.5 | 0.5 | -2.2 | 0.3
N#Cc1ccc(Cl)cc1NC(=O)COC(=O)c1ccc(S(=O)(=O)N2CCCC2)cc1
→ 22.5 | -21.8 | -1.1 | -0.4 | -0.8 | -1.2 | · | -0.4 | 0.7
CN1CCN(c2nc3cc(C(F)(F)F)ccc3n3cccc23)CC1
→ -4.5 | 13.7 | -1.8 | i | -1.1 | · | -6.0 | -13.3 | -0.9

Next section:
SMILES	Y pestis TopoI	PriA SSB inh	PrPC surface inh	Vc quorum ag	PfHsp40 yeast	3CLpro inhibitor	TcdB GH inh	Anthrax LF prot	BoNT-A LC inh2
COC(=O)c1ccccc1NC(=O)CNCCc1ccc(OC)c(OC)c1	7.1	-14.8	9.0	-0.1	-0.8	3.8	0.6	-1.8	2.0
CSS(=O)(=O)c1cccc2cccnc12	4.7	7.3	-4.8	0.8	-0.1	-1.4	-0.1	-4.6	1.7
Cc1ccccc1CN1CCN(Cc2cc3ccccc3o2)CC1CCO (stereo not given)	3.2	-7.1	-5.5	-0.8	-2.5	-1.6	1.7	-3.3	0.5
CC(C)CNS(=O)(=O)c1ccc(CCC(=O)Nc2ccc3c(c2)OCCO3)cc1	3.6	1.1	2.2	·	0.8	0.8	0.9	-3.6	0.4
Cc1cccn2cc(-c3ccc(F)cc3)nc12	6.8	-9.6	-2.1	i	-1.3	1.6	·	-3.0	-1.4
Cc1ccc(NC2=NCC(=O)N2c2ccc3c(c2)OCCO3)c(C)c1	-4.2	-5.7	3.5	2.3	-1.5	1.1	·	-4.2	-1.1
CCc1ccc(OCCCC(=O)Nc2ccc(S(=O)(=O)Nc3cc(C)nc(C)n3)cc2)cc1	19.3	12.4	9.7	i	-1.8	-5.7	-9.6	-7.3	-3.4
COC(=O)CCCC(=O)Nc1ccc(Cl)c(Cl)c1	-1.4	-15.9	11.7	-0.3	0.4	8.1	·	3.4	0.6
CCOC(=O)[C@]12CCC=C1N(Cc1cccc3ccccc13)C(=O)[C@H](CC(=O)NCCc1ccccc1OC)C2	·	·	6.3	·	·	·	1.8	-14.7	-0.9
Cc1ccc(/C=C/c2ccc(=O)n(Cc3ccc(F)cc3)n2)cc1	30.6	-7.5	9.4	-0.6	5.5	3.9	-1.0	0.4	0.4
CC(C)CNC(=O)C(=O)NCc1ccccn1	11.3	-16.2	-3.7	-0.5	-2.5	3.9	0.9	4.3	2.9
Cc1cc(-c2nc(C)c(-c3nnc(SCC(=O)Nc4ccccc4)n3C)s2)no1	1.6	-9.9	1.6	i	0.3	-2.8	-1.0	-2.3	?
CCOC(=O)c1nnn(-c2nonc2N)c1CN(CC)CC	3.2	-1.4	-2.6	i	0.0	-2.4	·	-7.5	0.8
CNC(=O)c1ccc(Nc2nnc(-c3ccc(O)cc3)c3ccccc23)cc1	0.6	-3.8	-11.5	-0.3	1.5	1.0	4.1	0.8	0.5
